Compound activity as filed in PubChem BioAssay.
DLD1 CTGF mRNA = YAP1 pathway inhibitors via CTGF transcript, primary screen, DLD1 colon cancer cells, RT-qPCR, single point (AID 743449); 9,900 compounds, 0.9% hits; DLD1 CTGF mRNA qPCR, 24 h; stronger effect = higher value; inhibition, % at 12.5 µM;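 active = mean normalized replicate activity at least 50 and at least half of replicates each reaching 50; inconclusive = only one of the two criteria met; inactive = neither criterion met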;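 also: 0% = neutral control wells and 100% = dasatinib control wells; higher means stronger suppression of CTGF expression like dasatinib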
Pax4 gene expression = activators of Pax4 gene expression, primary screen, RT-PCR, mouse alpha TC1 cells, single point (AID 1053180). mouse alpha TC1 cells, Pax4 mRNA qPCR, 6 days; stronger effect = higher value; 100% = Pax4 plasmid added at qPCR. 9,600 compounds, 0.2% hits. activation, % at 10 µM;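 active = highest normalized replicate activity of 15 or more, or at least half the replicates reach 15 or more; inactive = neither condition met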;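 also: pax4 Ct normalized to GAPDH with activation seen as lower delta delta Ct; plate controls were plate neutral control wells for no effect and Pax4 plasmid positive control for full effect; each compound tested in two replicate wells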
Numbers without * were called inactive; ? = inconclusive; / = not tested or not shown; & = joins results of further samples. A portion of the library (hit frequency here may not be typical).

| no. | Structure | DLD1 CTGF mRNA | Pax4 gene expression |
| --- | --- | --- | --- |
| 1 | Cc1ccc(OC(=O)N(C)C[C@H]2OCc3ccccc3-c3ccccc3C(=O)N([C@@H](C)CO)C[C@@H]2C)cc1 | -12 | 0.2 |
| 2 | COCCNC(=O)C[C@@H]1CC[C@H]2[C@@H](COc3ccc(NC(=O)Nc4cccc(F)c4)cc3C(=O)N2C)O1 | -47 | 0.0 |
| 3 | COc1ccc(NC(=O)N(C)C[C@@H]2Oc3ccc(NC(=O)Nc4cccc5ccccc45)cc3CC(=O)N([C@H](C)CO)C[C@@H]2C)cc1 | ? | 0.0 |
| 4 | COCC(=O)Nc1ccc2c(c1)C(=O)N(C)[C@@H]1CC[C@H](CC(=O)N3CCc4ccccc4C3)O[C@@H]1CO2 | -11 | 0.0 |
| 5 | Cc1ccccc1-c1ccc2c(c1)O[C@@H](CN(C)C(=O)Nc1ccc(C(F)(F)F)cc1)[C@@H](C)CN([C@@H](C)CO)S2(=O)=O | -42 | 0.3 |
| 6 | COCC(=O)N1CC2(C1)[C@H](c1ccccc1)[C@@H](CO)N2CCC(F)(F)F | -15 | / |
| 7 | C[C@H](NC(=O)C[C@H]1C=C[C@@H](NS(=O)(=O)c2cccc(F)c2)[C@H](CO)O1)c1ccccc1 | -38 | 0.0 |
| 8 | COc1ccc2c3c(n(C)c2c1)[C@@H](CO)N(CC1CC1)CC31CCN(C(=O)NC2CCCC2)CC1 | -25 | 0.0 |
| 9 | O=C1CCC(=O)N[C@H](c2ccccc2)C/C=C\CCN1 | -14 | 0.0 |
| 10 | CC(C)CC#Cc1ccc([C@H]2[C@H](CO)N3C(=O)CN(C(=O)Nc4cc(F)ccc4F)C[C@@H]23)cc1 | -436 | 0.0 |
| 11 | CCCNC(=O)N1[C@@H](CO)[C@H](c2ccccc2)C12CN(C(=O)C1CCCCC1)C2 | -19 | / |
| 12 | O=C(c1cnccn1)N1CC(=O)N2[C@H](C1)[C@H](c1ccc(C#CC3CC3)cc1)[C@@H]2CO | -16 | 0.0 |
| 13 | Cc1cccc(-c2ccc(C3[C@@H]4CN(C(=O)Nc5ccc(F)cc5)C[C@H]3N4)cc2)c1 (stereo partly drawn) | -15 | 0.3 |
| 14 | CCS(=O)(=O)N[C@@H]1CC[C@@H](CC(=O)NCc2ccc(Cl)cc2)O[C@@H]1CO | -50 | 0.0 |
| 15 | O=C1N[C@@H](c2ccccc2)COCc2cn(nn2)CC[C@@H]1Cc1ccc(C(F)(F)F)cc1 | 8 | 0.0 |
| 16 | COc1ccc2c3c(n(C)c2c1)[C@@H](CO)N(C(=O)C1CCCC1)CC31CN(C(=O)CC2CC2)C1 | -6 | 0.0 |
| 17 | CCC(=O)Nc1ccc2c(c1)OC[C@H](C)N(Cc1ccccc1)C[C@@H](C)[C@H](OC)CN(C)C2=O | -15 | 0.0 |
| 18 | CC(C)[C@@H]1C(=O)NCCC=CC[C@@H](C)Oc2ccccc2C(=O)N1C (mixture of isomers) | 6 | 0.0 |
| 19 | O=C(C[C@H]1C[C@H]2c3cc(NC(=O)c4cccnc4)ccc3O[C@H]2[C@H](CO)O1)NCc1cc(F)ccc1F | 14 | 0.0 |
| 20 | C[C@@H]1CN([C@@H](C)CO)C(=O)CCCn2nncc2CO[C@H]1CN(C)Cc1ccc(C(=O)Nc2ccccc2N)cc1 | -167 | 0.0 |

An excerpt from above in order of molecular weight, falling:
| no. | Structure | DLD1 CTGF mRNA | Pax4 gene expression |
| --- | --- | --- | --- |
| 20 | C[C@@H]1CN([C@@H](C)CO)C(=O)CCCn2nncc2CO[C@H]1CN(C)Cc1ccc(C(=O)Nc2ccccc2N)cc1 | -167 | 0.0 |
| 14 | CCS(=O)(=O)N[C@@H]1CC[C@@H](CC(=O)NCc2ccc(Cl)cc2)O[C@@H]1CO | -50 | 0.0 |
| 11 | CCCNC(=O)N1[C@@H](CO)[C@H](c2ccccc2)C12CN(C(=O)C1CCCCC1)C2 | -19 | / |

Further structures
| no. | Structure | DLD1 CTGF mRNA | Pax4 gene expression |
| --- | --- | --- | --- |
| 21 | CO[C@@H]1CC[C@H]2CCN(C)C(=O)[C@H](C)N(C)C(=O)c3cccc(C#N)c3OC[C@@H]1O2 | -7 | 0.0 |
| 22 | COc1cccc(-c2ccc([C@@H]3[C@@H](C#N)N(C(=O)Cc4ccncc4)[C@@H]3CO)cc2)c1 | 50* | 0.2 |
| 23 | C[C@H](CO)N1C[C@H](C)[C@@H](CN(C)Cc2ccc(C(F)(F)F)cc2)Oc2c(NC(=O)NC3CCCCC3)cccc2C1=O | 6 | 0.1 |
| 24 | Cc1cccc(-c2ccc([C@@H]3[C@@H]4CN(C(=O)CN(C)C)C[C@H]3N4)cc2)c1 | -30 | 0.0 |
| 25 | COc1ccc(NC(=O)N[C@@H]2CC[C@H](CCNC(=O)CN3CCOCC3)O[C@H]2CO)cc1 | -10 | 0.0 |
| 26 | COc1ccc(NC(=O)N(C)C[C@H]2Oc3ccc(NC(=O)Nc4cccc5ccccc45)cc3CC(=O)N([C@H](C)CO)C[C@H]2C)cc1 | 17 | 0.0 |
| 27 | CO[C@@H]1CC[C@H]2CCOc3ccc(C#N)cc3C(=O)N(C)C[C@@H](c3ccccc3)CC(=O)N(C)C[C@@H]1O2 | -20 | 0.0 |
| 28 | CN1c2ccc(-c3ccc(C#N)cc3)cc2[C@@H]2[C@@H](CCN2S(=O)(=O)c2ccc(F)cc2)[C@@H]1CO | 35 | 0.0 |
| 29 | CN1C(=O)c2cc(NC(=O)c3cccc(Cl)c3)ccc2OC[C@H]2O[C@@H](CC(=O)NC3CCCCC3)CC[C@@H]21 | -42 | 0.0 |
| 30 | C[C@@H]1CN([C@@H](C)CO)C(=O)Cc2cc(NC(=O)c3ccncc3)ccc2O[C@@H]1CN(C)C(=O)Nc1ccc(F)cc1 | 12 | 0.0 |

From compound 11 as far as 14, copied from above:
| no. | Structure | DLD1 CTGF mRNA | Pax4 gene expression |
| --- | --- | --- | --- |
| 11 | CCCNC(=O)N1[C@@H](CO)[C@H](c2ccccc2)C12CN(C(=O)C1CCCCC1)C2 | -19 | / |
| 12 | O=C(c1cnccn1)N1CC(=O)N2[C@H](C1)[C@H](c1ccc(C#CC3CC3)cc1)[C@@H]2CO | -16 | 0.0 |
| 13 | Cc1cccc(-c2ccc(C3[C@@H]4CN(C(=O)Nc5ccc(F)cc5)C[C@H]3N4)cc2)c1 (stereo partly drawn) | -15 | 0.3 |
| 14 | CCS(=O)(=O)N[C@@H]1CC[C@@H](CC(=O)NCc2ccc(Cl)cc2)O[C@@H]1CO | -50 | 0.0 |

New compounds follow
| no. | Structure | DLD1 CTGF mRNA | Pax4 gene expression |
| --- | --- | --- | --- |
| 31 | Fc1ccc(-c2ccc(C3[C@@H]4CN(Cc5ccccc5)C[C@H]3N4)cc2)cc1 (stereo partly drawn) | -131&-38 | 0.1&1.7 |
| 32 | CO[C@@H]1CN(C)C(=O)c2ccc(NS(=O)(=O)c3cccc(Cl)c3)cc2OC[C@@H](C)N(C(=O)Cc2cccnc2)C[C@H]1C | -25 | 0.0 |
| 33 | COc1cccc(CNC(=O)C[C@H]2CC[C@@H]3[C@@H](COc4ccc(NS(=O)(=O)c5ccccc5F)cc4C(=O)N3C)O2)c1 | -5 | 0.0 |
| 34 | C[C@@H]1CCCCO[C@H](CN(C)C(=O)Nc2cccc3ccccc23)[C@@H](C)CN([C@H](C)CO)C(=O)c2cc(NC(=O)CCC(F)(F)F)ccc2O1 | 0 | 0.0 |
| 35 | O=C(Nc1cc(F)ccc1F)N1[C@@H]2CNC[C@H]1C2c1ccc(/C=C/c2ccccc2)cc1 (stereo partly drawn) | -32&7 | 0.0&0.0 |
| 36 | CO[C@@H]1CN(C)C(=O)c2ccc(NC(=O)c3cccc(F)c3)cc2OC[C@@H](C)NC[C@@H]1C | -10 | 0.0 |
| 37 | COCC(=O)N1CCC2(CC1)CN(C(=O)c1ccccn1)[C@@H](CO)c1c2c2ccc(OC)cc2n1C | -1 | 0.0 |
| 38 | O=C(C1CCOCC1)N1CC(=O)N2[C@H](CO)[C@@H](c3ccc(C#CC4CCCCC4)cc3)[C@@H]2C1 | 2 | 0.0 |
| 39 | C[C@@H]1CN([C@H](C)CO)C(=O)c2ccccc2-c2ccccc2CO[C@H]1CN(C)C(=O)[C@@H](Cc1ccccc1)N(C)C | 13 | 0.0 |
| 40 | NCC[C@H]1CC[C@H](NS(=O)(=O)c2ccc(Cl)cc2)[C@H](CO)O1 | -24&-10 | 0.0&0.0 |
| 41 | C[C@H](CO)N1C[C@H](C)[C@@H](CN(C)S(=O)(=O)c2cccs2)Oc2ccc(NC(=O)Nc3cccc4ccccc34)cc2C1=O | 4 | 0.0 |
| 42 | CCS(=O)(=O)N1[C@H](CO)[C@H](c2ccc(C#CCC3CCCC3)cc2)[C@@H]1C#N | -5 | 0.0 |
| 43 | CCCC#Cc1ccc([C@H]2[C@H](C#N)N(C(=O)CN3CCOCC3)[C@H]2CO)cc1 | 2 | 0.0 |
| 44 | COCCNC(=O)[C@H]1[C@H](CO)[C@H]2Cn3c(cccc3=O)[C@@H]1N2Cc1cccc(Cl)c1 | -8 | 0.0 |
| 45 | CCC(=O)N1[C@H](CO)[C@H](c2ccc(C#CC3(O)CCCC3)cc2)[C@@H]1CNC(C)=O | 18 | 0.0 |
| 46 | COc1cccc(-c2ccc([C@H]3[C@H]4CNCC(=O)N4[C@H]3CO)cc2)c1 | 15 | 0.0 |
| 47 | CO[C@@H]1CN(C)C(=O)c2cc(NC(=O)NC3CCCCC3)ccc2OC[C@H](C)N(CC2CCOCC2)C[C@H]1C | 4 | 0.0 |
| 48 | CCC(=O)N1CC2(CN(C(C)=O)C2)c2c([nH]c3cc(OC)ccc23)[C@@H]1CO | 3 | 0.0 |
| 49 | C[C@H](CO)N1C[C@H](C)[C@@H](CN(C)C(=O)c2ccncc2)OCCCC[C@H](C)Oc2ccc(NS(=O)(=O)c3cccs3)cc2C1=O | -1 | 0.0 |
| 50 | O=C(C[C@@H]1C=C[C@@H](NC(=O)Nc2ccc3c(c2)OCO3)[C@H](CO)O1)NCCCN1CCOCC1 | 2 | 0.0 |
| 51 | Cc1noc(C)c1NC(=O)N(C)C[C@H]1OCc2ccccc2-c2c(n(C)c3ccccc23)C(=O)N([C@H](C)CO)C[C@@H]1C | 3 | 0.0 |
